# CYP2C19 inhib – inhibitors of human CYP2C19; 96,000 tested, 21% active; CYP2C19 Supersomes, luciferin-H EGE luminescence, 30 min; inhibition, % at 5 µM; P33261;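 active = CYP2C19 inhibition above a set limit at 5 µM in the primary screen, cut at about 50% in these data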;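 also: plate controls were negative control wells for no effect and 2.5 mM tranylcypromine positive control for full effect; values of inactives mirror those of a sister screen read the other way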
# Target sequence (P33261 whole entry, looked up): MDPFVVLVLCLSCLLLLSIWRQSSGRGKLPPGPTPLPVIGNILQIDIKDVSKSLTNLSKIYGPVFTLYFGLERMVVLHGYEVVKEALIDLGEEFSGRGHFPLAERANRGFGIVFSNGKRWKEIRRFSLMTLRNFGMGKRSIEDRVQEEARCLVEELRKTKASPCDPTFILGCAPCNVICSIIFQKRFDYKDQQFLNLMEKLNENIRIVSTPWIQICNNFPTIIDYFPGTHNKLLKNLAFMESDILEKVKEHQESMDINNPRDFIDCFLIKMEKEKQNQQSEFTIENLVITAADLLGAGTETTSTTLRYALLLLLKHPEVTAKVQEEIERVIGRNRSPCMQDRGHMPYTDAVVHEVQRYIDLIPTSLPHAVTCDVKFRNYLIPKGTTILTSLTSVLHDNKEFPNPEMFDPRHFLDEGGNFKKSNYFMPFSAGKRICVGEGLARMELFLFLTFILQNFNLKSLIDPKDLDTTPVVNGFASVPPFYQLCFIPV
# CYP2C19 act – increases human CYP2C19 enzyme activity. P33261. recombinant CYP2C19, luciferin-H EGE luminescence; active compounds read high; 0 = fully inhibited enzyme, 1 = untreated enzyme. activation factor at 5 µM. 96,000 tested, under 10 active. AID 1025;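 active = activation factor of at least 2 at 5 µM in the primary screen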;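 also: 0 = wells with 2.5 mM tranylcypromine and 1 = vehicle-only wells; values of inactives mirror those of a sister screen read the other way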
# PLAP activator – activates human placental alkaline phosphatase | AID 696 | activation fold at 20 µM | 96,000 tested, 1.2% active | P05187 | purified PLAP enzyme, luminescent substrate read-out; active compounds read high; in the data active = activation fold above about 2
# Plk1 PBD FP – blocks phosphopeptide binding to human Plk1 polo box domain | P53350 | inhibition, %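 (tested at about 20 µM)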 | 97,000 tested, 0.13% active | Plk1 PBD phosphopeptide binding, fluorescence polarization; in the data active = inhibition above about 34%, passing the limit was not always enough
# EphB4 antag – antagonists of human EphB4-ephrin-B2 interaction | P54760 | EphB4 LBD / TNYL-RAW-Alexa532 peptide, fluorescence polarization | inhibition, % at 7 µM | 97,000 tested, 0.15% active | AID 720;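 active = inhibition above the screen-wide mean inhibition plus 3 SD, cut at about 15% in these data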;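 also: 0% = DMSO wells and 100% = excess unlabeled TNYL-RAW peptide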
# CYP2C9 activ – increases human cytochrome P450 2C9 activity; recombinant CYP2C9, luciferin-H conversion, luminescence; active compounds read high; factor 1 = untreated enzyme, 0 = blocked; activation factor at 5 µM; 96,000 tested, 1.4% active; AID 1024;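 active = activation factor of 2 or more for CYP2C9 at a 5 µM dose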;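 also: 0 = sulfaphenazole-blocked wells and 1 = vehicle-only wells; values of inactives mirror those of a sister screen read the other way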
# Target sequence (P11712 whole entry, looked up): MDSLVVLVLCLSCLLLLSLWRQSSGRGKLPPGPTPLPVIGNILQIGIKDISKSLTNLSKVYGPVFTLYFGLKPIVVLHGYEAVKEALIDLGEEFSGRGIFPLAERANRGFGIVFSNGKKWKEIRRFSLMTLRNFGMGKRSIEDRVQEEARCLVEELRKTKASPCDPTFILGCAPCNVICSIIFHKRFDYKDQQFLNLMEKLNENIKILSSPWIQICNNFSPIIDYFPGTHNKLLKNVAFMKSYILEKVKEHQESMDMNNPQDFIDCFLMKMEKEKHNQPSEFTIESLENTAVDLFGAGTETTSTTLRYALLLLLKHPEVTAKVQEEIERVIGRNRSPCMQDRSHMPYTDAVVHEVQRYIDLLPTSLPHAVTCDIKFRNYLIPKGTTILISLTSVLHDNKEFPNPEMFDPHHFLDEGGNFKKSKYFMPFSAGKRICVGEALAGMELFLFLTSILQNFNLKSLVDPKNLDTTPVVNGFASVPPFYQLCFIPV
# PLK1 inh – inhibitors of human PLK1 kinase; recombinant PLK1 kinase, TR-FRET peptide phosphorylation; inhibition, % at 10 µM; 97,000 tested, 0.53% active; P53350;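 active = inhibition of 50% or more in the single-concentration screen; inactive = inhibition below 50%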;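 also: 0% = DMSO max control and 100% = H-89 dihydrochloride min control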
# CYP2C9 inhib – inhibitors of human CYP2C9; P11712; CYP2C9 Supersomes, luciferin-H conversion, luminescence; inhibition, % at 5 µM; 96,000 tested, 20% active; AID 777;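 active = blocking of liver enzyme CYP2C9 beyond about 50% at 5 µM, limit read from the data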; also: values of inactives mirror those of a sister screen read the other way
# Rev-RRE block – inhibitors of HIV-1 Rev-RRE RNA interaction. P05866. Rev peptide-RRE RNA binding, FRET. inhibition, % at 8 µM. 97,000 tested, 0.79% active. AID 704;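 active = inhibition above the screen-wide mean plus 3 SD, cut at about 35% in these data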;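 also: 0% = median DMSO wells and 100% = median Neomycin B control wells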
# Target sequence (P05866 whole entry, looked up): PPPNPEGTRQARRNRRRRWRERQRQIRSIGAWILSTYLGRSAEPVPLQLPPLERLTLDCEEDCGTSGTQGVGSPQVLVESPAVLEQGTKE
#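 Probe or stimulus: fluorescein-Rev peptide as binding partner; assay system: Cy5-tagged RRE RNA duplex with fluorescein-tagged Rev peptide; timing: 5 min compound–RNA preincubation, then 15 min with peptide, 25 °C; medium: HEPES pH 7.5 buffer with KCl, MgCl2, NaCl and EDTA; signal: fluorescein-to-Cy5 FRET, 480 nm excitation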
# * hit, by the source's call; . = no result given.
SMILES,CYP2C19 inhib,CYP2C19 act,PLAP activator,Plk1 PBD FP,EphB4 antag,CYP2C9 activ,PLK1 inh,CYP2C9 inhib,Rev-RRE block
CCOC(=O)C(=O)Nc1ccc(S(=O)(=O)N2CCOCC2)cc1OC,-11,1.1,0.8,7,-5,1.2,18,-17,-4
CCc1cccc(NC(=O)CCc2nc(-c3cccs3)no2)c1,93*,0.1,1,-15,-2,0.2,-6,83*,4
COc1ccc(NC(=O)CSc2nnc(COc3ccccc3)n2Cc2ccco2)cc1OC,31,0.7,1.2,31,-6,0.6,-4,42,10
Cc1ccc(-c2nn(CC(=O)NCc3ccco3)c(=O)c3ccccc23)cc1,0,1,1.1,.,.,1.2,.,-16,.
CCN(c1ccc(NC(=O)COC(=O)c2ccc(C)c(S(=O)(=O)N3CCOCC3)c2)cc1)C(C)C,39,0.6,1.5,-9,4,0.5,-7,47,4
Cc1cc(C)n(CCCNCC(O)c2ccccc2)n1 (stereo unspecified),8,0.9,1.1,12,4,1,-8,5,2
O=c1c2ccccc2nc2n1C(CSCc1ccc(Cl)cc1)CS2 (stereo unspecified),75*,0.2,1,24,4,0.7,-1,29,7
COC(=O)c1noc(-c2ccc(C)cc2)n1,-5,1.1,0.9,-25,4,1.1,9,-11,5
Cc1ccc(S(=O)(=O)N=S(CC2CC2(Cl)Cl)CC2CC2(Cl)Cl)cc1 (stereo unspecified),62*,0.4,1.8,10,3,0.6,-2,44,7
Fc1ccc(Nc2ncnc3sc4c(c23)CCC4)cc1,88*,0.1,1.3,22,0,0.4,9,61*,7
C=CCn1c(SCC)nc(O)cc1=O,-8,1.1,0.9,13,0,1,-6,-3,6
COCCn1nnnc1C(CC(C)C)N1CCN(C(=O)c2ccco2)CC1 (stereo unspecified),41,0.6,0.9,.,.,0.7,.,32,.
COc1ccc(Cl)cc1NC(=O)Cn1cccc1,36,0.6,1.1,-16,0,2.8*,-6,-178,-3
Cc1ccc(Nc2cc(=O)[nH]c(=O)[nH]2)c(C)c1,1,1,1.1,-18,2,1.1,-9,-13,7
Cn1cccc1Cc1nnc(SCC(=O)NCc2ccccc2Cl)n1-c1ccc(F)cc1,52*,0.5,1.4,-6,9,0.4,-8,62*,8
c1ccc(-n2nnnc2NCCCN2CCOCC2)cc1,27,0.7,0.8,-2,-1,1.2,-10,-25,4
O=C(Oc1oc(-c2ccco2)nc1C=Nc1ccccc1)c1ccco1,3,1,1,-19,0,0.9,-11,5,7
COc1cccc(NC(=O)CSc2nc(C)cs2)c1,82*,0.2,0.8,23,-4,0.8,-8,24,2
CCN(CC)C(=O)CC1(c2ccccc2OC)CCOC(C(C)C)C1 (stereo unspecified),73*,0.3,1,-8,1,0.8,-6,17,1
CCSC1=N/C(=C\c2ccc3c(c2)OCO3)C(=O)S1,.,.,.,-6,1,.,-9,.,32
O=C(c1ccc2c(=O)n(CC3CCCO3)c(=S)[nH]c2c1)N1CCN(c2ccccc2)CC1 (stereo unspecified),15,0.8,1.2,-1,3,1.1,-7,-10,2
Cc1onc(-c2ccccc2Cl)c1C(=O)N1CCN(C/C=C/c2ccccc2)CC1,5,0.9,1.5,.,.,1,.,-3,.
O=C1CCCC/C1=C/Nc1ccc2c(c1)OCO2,41,0.6,1.1,0,-2,0.7,-16,26,3
O=C(COc1ccccc1)Nc1nc(-c2cccs2)cs1,15,0.8,1,-17,8,0.8,2,17,8
O=C(NCc1cccnc1)c1cccn2c(=O)c3sccc3nc12,76*,0.2,0.8,-2,-3,0.6,6,43,0
# (more compounds)
SMILES,CYP2C19 inhib,CYP2C19 act,PLAP activator,Plk1 PBD FP,EphB4 antag,CYP2C9 activ,PLK1 inh,CYP2C9 inhib,Rev-RRE block
Cc1ccc([N+](=O)[O-])cc1NC(=O)c1ccc(-c2ccccc2)cc1,2,1,0.9,30,3,2.2*,-17,-119,-4
COC(=O)c1cc(C#N)c(Oc2ccccc2OC)nc1C,72*,0.3,1.3,21,0,0.5,-11,52*,-5
CCN(CC)S(=O)(=O)c1ccc(F)c(C(=O)NCCC(C)C)c1,.,.,.,-7,2,.,11,.,6
O=C(Nc1nc(-c2ccc(Cl)s2)cs1)c1ccncc1,51*,0.5,0.9,-42,-5,0.7,-6,29,3
Fc1ccc(-c2cc(C(F)(F)F)nc(NCC3CCCO3)n2)cc1 (stereo unspecified),27,0.7,1.1,.,.,0.7,.,26,.
O=C(CCNc1ccc(F)cc1)c1cccc([N+](=O)[O-])c1,56*,0.4,0.9,-7,10,1,-14,4,-1
C=CCNC(=S)NNC(=O)c1ccc(OCCCC)cc1,.,.,.,-22,2,.,-7,.,-1
CCOC(=O)CNC(=O)CSc1nnc(-c2ccccc2)n1Cc1ccco1,30,0.7,1.2,-5,0,0.9,-8,12,5
COc1cc(OC)cc(C(=O)NC(=S)Nc2cccnc2)c1,76*,0.2,1,12,-7,0.2,1,78*,-3
Cc1ccccc1NC(=S)NCCc1ccccn1,22,0.8,0.8,-12,-4,0.8,-11,24,6
Cc1cc(C)n(C(=O)COc2c(C)cccc2C)n1,46,0.5,1.3,-26,1,0.9,-12,10,4
O=C(c1ccco1)N1CCN(c2cc(=O)n(C3CCCCC3)c(=O)[nH]2)CC1,11,0.9,0.9,-20,2,0.7,-2,28,6
CCOc1cccc(N(C(=O)Cc2cccs2)C(C(=O)NC2CCCCC2)c2cccn2C)c1 (stereo unspecified),.,.,.,-10,4,.,-6,.,-2
Cn1c(=O)c2c(nc(CN3CCN(c4ccccc4F)CC3)n2CCN2CCOCC2)n(C)c1=O,.,.,.,-13,-4,.,-2,.,11
O=C(Nc1cc(Sc2ccccn2)cc([N+](=O)[O-])c1)c1ccc([N+](=O)[O-])cc1,7,0.9,0.9,9,-4,0.9,-11,13,6
CCn1c(CSc2nncn2-c2ccc(OC)cc2)nc2cc(S(=O)(=O)N(C)C)ccc21,22,0.8,1.6,.,.,0.5,.,50*,.
O=C(CN(Cc1ccccc1Cl)C(=O)Cn1nnc(-c2cccs2)n1)NCC1CCCO1 (stereo unspecified),27,0.7,1.7,.,.,0.6,.,40,.
CCc1nc(SCc2ccc(C(=O)OC)o2)c2c(=O)n(C)c(=O)n(C)c2n1,.,.,.,-3,1,.,-15,.,8
Cc1ccc(-c2nnn(C(C)C(=O)N3c4ccccc4CCc4ccccc43)n2)cc1 (stereo unspecified),.,.,.,1,10,.,-9,.,9
CC(C)C(=O)Nc1cc(C(F)(F)F)ccc1N1CCOCC1,11,0.9,1.1,21,1,0.8,-5,21,5
NS(=O)(=O)c1ccc(CCNC(=O)[C@@H]2CCCN2S(=O)(=O)c2ccccc2F)cc1,-2,1,0.9,27,-3,0.4,-7,61*,2
CCOC(=O)c1cnc(-c2cccc(OC)c2)[nH]c1=O,4,1,1.1,6,6,0.6,-7,36,3
CCOc1cc(NC(=S)Nc2cccc(C)c2)c(OCC)cc1NC(=O)CC(C)C,9,0.9,1,4,-3,0.8,-1,18,0
CCCC(=O)Nc1cc(-c2nn(C)c(=O)c3ccccc23)ccc1N1CCOCC1,26,0.7,1.3,-20,0,0.7,2,33,4
CCOC(=O)C1CN(S(=O)(=O)c2ccc(C)cc2)C1,24,0.8,0.9,-8,-1,1,-15,-3,6

# 3 compounds out of the list, sorted by number of heavy atoms, lowest first.
SMILES,CYP2C19 inhib,CYP2C19 act,PLAP activator,Plk1 PBD FP,EphB4 antag,CYP2C9 activ,PLK1 inh,CYP2C9 inhib,Rev-RRE block
CCOC(=O)c1cnc(-c2cccc(OC)c2)[nH]c1=O,4,1,1.1,6,6,0.6,-7,36,3
C=CCNC(=S)NNC(=O)c1ccc(OCCCC)cc1,.,.,.,-22,2,.,-7,.,-1
COC(=O)c1cc(C#N)c(Oc2ccccc2OC)nc1C,72*,0.3,1.3,21,0,0.5,-11,52*,-5

# Other structures.
SMILES,CYP2C19 inhib,CYP2C19 act,PLAP activator,Plk1 PBD FP,EphB4 antag,CYP2C9 activ,PLK1 inh,CYP2C9 inhib,Rev-RRE block
COc1ccc(CNC(=O)C/C(C)=N/NC(=O)C(c2ccccc2)c2ccccc2)cc1,14,0.9,1.4,4,-6,0.4,-6,56*,0
COC(=O)c1cc(-c2c(C)oc3cc(OC(C)C)ccc3c2=O)c(C)o1,60*,0.4,1.6,.,.,0.3,.,67*,.
Cc1ccc(NC(=O)C2C3C=CC4(CN(Cc5cccnc5)C(=O)C24)O3)cc1F (stereo unspecified),58*,0.4,1,.,.,1,.,4,.
CCOc1ccccc1OCCCCN1CCCC1,8,0.9,1,-8,2,0.9,-4,12,4
CC(OC(=O)c1cccnc1SCc1cc(=O)n2ccccc2n1)c1ccccn1 (stereo unspecified),36,0.6,1.3,6,-1,0.4,-11,60*,7
Cc1ccc(-c2sc(C)nc2CC(=O)O)cc1,36,0.6,1.2,0,-3,0.9,-8,8,6
CCOC(=O)c1cc2sccc2n1CC(=O)N1CCc2ccccc21,15,0.9,1.1,-5,0,0.7,-3,25,11
CC(C)Sc1ncnc2c1oc1ccccc12,13,0.9,1.1,-26,-14,0.8,-12,17,5
CCSc1nnc(NC(=O)COc2cccc3ccccc23)s1,22,0.8,1.2,-26,8,0.4,-8,57*,6
Cc1nccc2[nH]c(=O)c(C(=O)NCCCN(C)C3CCCCC3)cc12,1,1,1.2,.,.,1,.,-2,.
Cc1cc(Cl)c(S(=O)(=O)N2CCN(c3cccc(C)c3C)CC2)cc1OCC(N)=O,32,0.7,1.2,-26,0,0.6,-10,39,8
COc1cc(S(=O)(=O)n2c(C)nc3ccccc32)ccc1F,94*,0.1,1.5,-7,1,0.6,-6,43,-2
FC(F)(F)Oc1ccc(Nc2nc3ccccc3o2)cc1,4,1,0.9,.,.,0.2,.,76*,.
CCC(=O)NCCc1cc2cc(C)c(C)cc2[nH]c1=O,-8,1.1,1.2,-36,11,1.2,-6,-18,6
C1=CCC(/C=N/n2cnnc2)CC1 (stereo unspecified),8,0.9,1,.,.,0.9,.,9,.
NS(=O)(=O)c1ccc(CNC(=O)C2CCCCC2)cc1,-20,1.2,1,11,2,1.1,-11,-11,8
COCCN(C(=O)CNC(=O)c1ccco1)C(C(=O)NC1CCCCC1)c1cccs1 (stereo unspecified),.,.,.,15,1,.,-9,.,3
Cc1ccc(OCc2nnc(SCC(=O)N3CCOCC3)n2C)cc1,19,0.8,1.5,-7,-3,1.1,8,-9,-1

# Exported as tab-separated lines: entries from further up
canonical_smiles	CYP2C19 inhib	CYP2C19 act	PLAP activator	Plk1 PBD FP	EphB4 antag	CYP2C9 activ	PLK1 inh	CYP2C9 inhib	Rev-RRE block
COc1ccc(CNC(=O)C/C(C)=N/NC(=O)C(c2ccccc2)c2ccccc2)cc1	14	0.9	1.4	4	-6	0.4	-6	56*	0
COc1ccc(Cl)cc1NC(=O)Cn1cccc1	36	0.6	1.1	-16	0	2.8*	-6	-178	-3
Cn1cccc1Cc1nnc(SCC(=O)NCc2ccccc2Cl)n1-c1ccc(F)cc1	52*	0.5	1.4	-6	9	0.4	-8	62*	8

# Entries above printed as active in CYP2C9 activ.
SMILES,CYP2C19 inhib,CYP2C19 act,PLAP activator,Plk1 PBD FP,EphB4 antag,CYP2C9 activ,PLK1 inh,CYP2C9 inhib,Rev-RRE block
COc1ccc(Cl)cc1NC(=O)Cn1cccc1,36,0.6,1.1,-16,0,2.8*,-6,-178,-3
Cc1ccc([N+](=O)[O-])cc1NC(=O)c1ccc(-c2ccccc2)cc1,2,1,0.9,30,3,2.2*,-17,-119,-4

# Screening data deposited in PubChem by several laboratories.

# An unsorted share of the library; about 29% have a hit in one of these screens.
